Screening results: PubChem, National Center for Advancing Translational Sciences (NCATS)
PNC inhibitor: inhibitors of perinucleolar compartment assembly; hit rate 3.1% among 140,000; AID 2417; PC3M PTB-GFP, PNC prevalence imaging, 16 h; active compounds read low; activity change (PNC), negative = inhibition, % at 10 µM;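 active = readout at or below -70, meaning at least 70% loss of cells showing the perinucleolar compartment, a nuclear body marking cancer cells; inconclusive = readout between -30 and a set limit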;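 note: plate controls were DMSO wells for no effect and camptothecin positive control wells for full effect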
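Compounds are pinned in duplicate onto adhered PC3M cells stably expressing GFP-tagged PTB and incubated 16 h at 37 C. Cells are then fixed, nuclei stained with Hoechst, and PNC-positive cells counted.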
IMPase cell inh: cell-permeable inhibitors of inositol monophosphatase (IMPase); P97697; CHO-M1 cells, IP1 accumulation, HTRF TR-FRET ratio; inhibition (IP1 accumulation), % at 46.1 µM; 120,000 tested, under 10 active; active = well fitted curve in the direction sought with a large enough effect in the signal ratio, not every such curve was filed as active; inconclusive = small, poorly fitted or top-dose-only effect, or a change in a side signal; inactive = no such curve, though single readings can be large or run the other way; the % refers to the signal ratio;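 note: cells stimulated with carbachol in lithium chloride buffer; plate controls were DMSO basal wells for no effect and reference inhibitor wells for full effect; higher means more IMPase inhibition seen as more IP1 and lower FRET ratio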
Target sequence (P97697 whole entry, looked up): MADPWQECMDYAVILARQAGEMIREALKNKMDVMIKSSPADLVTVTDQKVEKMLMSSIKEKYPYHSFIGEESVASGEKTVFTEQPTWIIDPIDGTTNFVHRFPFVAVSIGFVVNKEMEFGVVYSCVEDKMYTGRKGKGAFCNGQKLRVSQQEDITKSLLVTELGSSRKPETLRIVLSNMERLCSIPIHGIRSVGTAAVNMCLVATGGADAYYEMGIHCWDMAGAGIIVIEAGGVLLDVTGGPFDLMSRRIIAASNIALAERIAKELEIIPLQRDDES
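CHO-M1 cells (CHO stably expressing M1 receptor), compound up to 46 uM final, stimulated with carbachol (50 uM as added) in buffer with 50mM LiCl, pH 7.4, 30 min at 37C. Cytosolic IP1 read by TR-FRET; AC50 from Hill fits.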
ALOX12 inhib: inhibitors of human 12-lipoxygenase (ALOX12). purified 12-hLO, xylenol orange hydroperoxide absorbance. Potency, µM (series often up to 57.1 µM), for the others: at the highest dose activity change, negative = inhibition, usual class: inhibitors. hit rate 0.12% among 150,000. AID 1452; note: potency is the fitted concentration of half-maximal effect; nearly all actives have a fitted effect of over 55% in size; many of its hits are not listed in these tables
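150 nM 12hLO, 25 mM Hepes pH 7.0 + 0.01% Triton X-100; cpd preinc 15 min RT; 40 uM arachidonic acid, 30 min RT; Fe-XO 30 min; A573/A405 ratio as read-out.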
ALOX15B inhib: blocks human 15-lipoxygenase 2 activity; hit rate 0.56% among 110,000; Potency, µM (titrated, usually from 57.1 µM), for the others: at the highest dose activity change, negative = inhibition, actives largely listed as inhibitors; purified 15hLO-2, xylenol orange hydroperoxide absorbance; AID 881; O15296; note: potency is the fitted concentration of half-maximal effect; nearly all actives have a fitted effect of over 60% in size; many of its hits are not listed in these tables
Target sequence (O15296 whole entry, looked up): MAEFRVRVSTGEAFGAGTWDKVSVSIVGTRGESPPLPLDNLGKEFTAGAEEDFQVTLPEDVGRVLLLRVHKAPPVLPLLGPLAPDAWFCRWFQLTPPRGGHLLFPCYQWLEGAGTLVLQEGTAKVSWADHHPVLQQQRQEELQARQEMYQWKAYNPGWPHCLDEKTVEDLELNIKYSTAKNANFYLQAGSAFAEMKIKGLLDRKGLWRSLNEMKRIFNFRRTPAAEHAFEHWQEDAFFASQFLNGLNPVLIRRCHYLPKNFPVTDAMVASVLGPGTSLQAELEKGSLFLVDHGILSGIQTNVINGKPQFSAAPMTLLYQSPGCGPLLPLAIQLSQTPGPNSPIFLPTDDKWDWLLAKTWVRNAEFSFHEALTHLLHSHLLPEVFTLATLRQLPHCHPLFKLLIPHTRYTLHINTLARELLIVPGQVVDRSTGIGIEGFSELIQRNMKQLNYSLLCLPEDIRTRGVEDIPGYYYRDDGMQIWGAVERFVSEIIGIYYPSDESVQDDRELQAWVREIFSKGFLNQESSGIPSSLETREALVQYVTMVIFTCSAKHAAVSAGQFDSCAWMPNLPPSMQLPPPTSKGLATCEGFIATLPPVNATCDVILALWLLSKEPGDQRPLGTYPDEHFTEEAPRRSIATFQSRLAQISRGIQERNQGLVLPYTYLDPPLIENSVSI
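Read-out: hydroperoxide product oxidises ferrous iron, measured as xylenol orange complex via the 573-to-405 nm absorbance ratio after 30 min. Reaction: 50 nM enzyme, 15 min compound preincubation, 45 uM arachidonic acid, 90 min RT, Hepes pH 7.5 with Triton X-100.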
The depositor's hits bear a star; ? = inconclusive; nt = not tested or not shown; [ ] = another dose, or the depositor's remark. Unless noted, calls come from the whole dose curve; as a rule, active = well fitted curve in the direction sought with a large enough effect; inconclusive = small, poorly fitted or top-dose-only effect, or another doubt; inactive = no such curve, though single readings can be large; an effect the other way counts as inactive or inconclusive. Unless noted, % is set by controls: 0 for no effect and ±100 for the full control effect. An excerpt; the hit share may differ from the screen's.

PNC inhibitor | IMPase cell inh | ALOX12 inhib | ALOX15B inhib | Compound
nt | nt | -25.6% | -11.6% | O=C(OC1Cc2c(O)cc(O)cc2OC1c1cc(O)c(O)c(O)c1-c1c(C2Oc3cc(O)cc(O)c3CC2OC(=O)c2cc(O)c(O)c(O)c2)cc(O)c(O)c1O)c1cc(O)c(O)c(O)c1 (centres undefined)
76.4 | 6.2 | 2.7% | 7.7% | CCNC(=O)O/N=C(\C)c1sc(-c2ccccc2)nc1C
2.6 | 22.9 | -5.9% | 25.7% | Fc1ccc(C(c2nnnn2C2CCCC2)N2CCN(Cc3ccccc3)CC2)cc1 (centres undefined)
? | -2.4 | 3.9% | 2.2% | Nc1nc(SCCN2C(=O)c3ccccc3C2=O)n[nH]1
-13.4 | 8.0 | -1.1% | -1.5% | O=c1c[n+]([O-])c2ccccc2n1OCc1ccccn1
25.4 | -5.5 | 0.4% | -8.3% | COC(=O)c1sc2ncccc2c1OCc1ccc(Cl)cc1Cl
32.7 | -1.4 | -5.0% | -8.8% | CC1=NN(C(=O)Cc2ccc([N+](=O)[O-])cc2)C(O)(c2ccccc2)C1 (centres undefined)
? | -1.5 | -2.5% | 4.6% | O=C(CCCCCC(=O)N(CCO)CCO)N(CCO)CCO
58.5 | nt | -0.8% | nt | Cc1ccc(NC(=O)C2=CCN(S(=O)(=O)c3ccc(F)cc3)CC2)cc1
nt | -8.8 | 1.8% | 26.1% | CN(C)CCCSC(=N)N
? | 9.7 | 5.4% | 19.8% | CC(C)=CCC/C(C)=C/CCC(C)NCCN1CCNCC1 (centres undefined)
26.0 | 0.5 | -4.9% | -14.6% | O=[N+]([O-])c1ccc2n[nH]nc2c1
? | -5.6 | 0.9% | 8.7%[2.29 µM] | COc1ccc(NC(=O)c2ccc3c(c2)C(=O)N(Cc2cccnc2)C3=O)cc1
? | nt | -2.8% | nt | CCCCNc1c(N)n(CCCC)c(=O)[nH]c1=O
7.1 | 0.1 | -10.4% | -1.7% | COc1ccc(C2CC(=O)C3=C(C2)NC(C)=C(C#N)C3c2ccc(N(C)C)cc2)cc1 (centres undefined)
? | -3.6 | -5.4% | nt | O=C(Nc1cccc(N=Cc2cc(Cl)cc(Br)c2O)c1)c1ccco1
-24.6 | -12.7 | -1.1% | nt | O=C(COC(=O)CCC(NC(=O)OCc1ccccc1)C(=O)OCC(=O)Nc1ccccc1)Nc1ccccc1 (centres undefined)
5.7 | nt | 0.5% | nt | COc1ccc(C(=O)Nc2ccc([N+](=O)[O-])cn2)cc1OC
-27.6 | 5.9 | 0.7% | -4.6% | CCc1ccccc1NC1c2ccccc2C(=O)N1c1cccnc1 (centres undefined)
-4.2 | 6.4 | -0.2% | -1.3% | O=C1NNC(=O)C2C3C=CC(C4CC34)C12 (centres undefined)
-25.8 | ? | 2.3% | 7.3% | O=C(CCS(=O)(=O)c1cc(Br)cc2c1N(C(=O)C1CC1)CC2)NCc1ccco1
7.1 | 0.9 | -4.1% | 9.0% | O=C1CC(SCCc2nc3ccccc3[nH]2)C(=O)N1c1ccc(Cl)cc1 (centres undefined)
? | -3.9 | -0.3% | 2.9% | C=CCn1c(SCCOc2ccc(OC)cc2)nnc1C(CO)NC(=O)c1ccc(OC)cc1 (centres undefined)
11.2 | 4.1 | -9.6% | nt | Cc1c(C(=O)C(=O)NCCC2=CCCCC2)c2ccccc2n1C
? | nt | -1.4% | nt | CCCCC1(CC(=O)OC)C(=O)N(c2ccccc2)N(c2ccccc2)C1=O
32.2 | -9.5 | 4.3% | nt | Cc1cccc(-n2ncc3c(N(CCO)CCO)ncnc32)c1
? | 3.4 | -2.4% | 4.6% | Cc1c(C(=O)Nc2cccc(C(F)(F)F)c2)oc2ccc(S(=O)(=O)N3CCOCC3)cc12
25.7 | 0.7 | -7.1% | 3.5% | Clc1cccc(CSc2nnc(-c3c[nH]c4ccccc34)o2)c1
? | 13.8 | -8.0% | -14.0% | c1cncc(-c2nnc(-c3cccnc3)nn2)c1
-4.7 | ? | -8.1% | ? | CC(C)c1cc(C(=O)Nc2cc(Cl)ccc2O)no1
118.7 | nt | -4.7% | nt | Cc1ccc(NC(=O)CN2C(=O)NC(C)(c3ccc(Cl)cc3)C2=O)cc1S(=O)(=O)N1CCOCC1 (centres undefined)
28.0 | 5.4 | 3.7% | -10.7% | O=S(=O)(Nc1ccc(Oc2ncccn2)c(Cl)c1)c1ccc(Cl)cc1
14.7 | -1.9 | 3.0% | 5.6% | O=C(CN1C(=O)NC2(CCCC2)C1=O)NCCC1=CCCCC1
26.6 | -4.3 | -2.1% | 0.8% | Cc1cc(C)nc(NC(=O)C(C)N2C(=O)c3ccccc3C2=O)n1 (centres undefined)
nt | nt | 4.7% | -11.4% | CC(O)CC(C)O (centres undefined)
-5.6 | nt | 0.9% | nt | CC(C)Oc1cccc(C(=O)Nc2ccc(Br)cc2F)c1
7.8 | 7.7 | -3.9% | 41.3%[activator] | CCCCS(=O)(=O)Nc1ccc2c(c1)ncn2C1CCCCC1
? | 6.7 | -2.3% | -2.6% | Cc1ccc(OC(=O)NC2CCS(=O)(=O)C2)cc1C (centres undefined)
-21.7 | -11.5 | -9.8% | 5.3% | O=c1cc(CN2CCN(c3ccccc3O)CC2)nc2sccn12
-27.2 | -18.1 | -5.6% | -17.3% | Cc1ccc(-n2nc3c(c2NC(=O)c2c(-c4ccccc4Cl)noc2C)CSC3)cc1
19.7 | nt | 1.0% | nt | O=C(CCC(=O)c1ccc(F)cc1)Nc1cccc(C(F)(F)F)c1
-29.3 | nt | -2.9% | nt | COc1ccccc1N1CCN(C(=O)c2ccccc2NC(=O)C2CCCCC2C(=O)O)CC1 (centres undefined)
25.6 | 1.6 | 3.2% | -7.3% | CC(=O)Nc1ccc(S(=O)(=O)Nc2cccc(C(=O)NC(C)(C)C)c2)cc1
13.2 | -2.3[1.84 µM] | -0.4% | 9.1%[11.4 µM] | FC(F)(F)c1nnc2sc(-c3ccncc3)nn12
27.4 | -0.2 | -14.7% | 42.6%[activator] | NC1=NC2(CCC(c3ccccc3)CC2)n2c(nc3ccccc32)N1 (centres undefined)
nt | nt | 7.7% | 11.4% | Cc1noc(C)c1C(=O)N1CCC2(CCN(Cc3ccc(C#N)cc3)CC2)CC1
4.8 | -10.2 | 2.5% | 2.6% | CC1CCCCN1CCNC(=O)c1cnn2ccccc12 (centres undefined)
25.7 | -0.3 | -3.7% | 1.9% | COc1ccc(CNC(=O)C2CCN(C(=O)N(C)C)CC2)c(OC)c1
31.2 | nt | -1.4% | nt | Cc1ccc(NC(=O)CSc2nnc(CN3CCOCC3)n2C)cc1C
-7.6 | 8.5 | -2.8% | nt | CCCCOP(=O)(OCCCC)C(Nc1ccccc1)c1ccc2c(c1)OCO2 (centres undefined)
-17.0 | 10.8 | 2.6% | 18.4% | COc1ccc(Br)cc1/C(C)=N/NC1=NCCN1
? | -3.3 | -1.0% | -7.2% | O=C(CSc1nnc(-c2cccs2)o1)N1CCc2ccccc21
-26.6 | -2.4 | -5.3% | -4.0% | CC1=C(C(=O)Nc2ccc(Cl)cc2)C(c2cccs2)n2nnnc2N1 (centres undefined)
87.7 | 13.4 | -13.1% | -1.1% | CC1CCC(NC(=O)CC(C)(C)Cc2nc3ccccc3c(=O)[nH]2)CC1 (centres undefined)
84.6 | nt | 1.5% | nt | Cc1cccc(CSc2nc3c(c(=O)[nH]2)CCCC3)c1
nt | nt | -3.4%[11.4 µM] | -9.2%[11.4 µM] | O=C(O)CCNCC(=O)O
-19.9 | nt | -12.6% | nt | Cc1ccc(-n2nc3c(c2NC(=O)/C=C\c2ccc4c(c2)OCO4)CSC3)c(C)c1
2.6 | nt | -4.5% | nt | O=[N+]([O-])c1ccccc1NCCOc1ccccc1
-11.0 | nt | -5.4% | nt | O=C(COC(=O)CC1c2ccccc2CCN1S(=O)(=O)c1ccccc1)Nc1ccccc1 (centres undefined)
-4.8 | -0.9 | 6.1% | 0.6% | O=C(Nc1ccccc1)N1CCN(c2ccc(C(F)(F)F)cn2)CC1

(cont.)
PNC inhibitor | IMPase cell inh | ALOX12 inhib | ALOX15B inhib | Compound
16.9 | 3.3 | 13.6% | nt | Cn1cc(Br)c(C(=O)NNC(=O)c2cccc(Br)c2)n1
? | -0.8 | -15.3% | 30.4%[activator] | Cc1[nH]c2ccccc2c1NC(=O)CN1CCN(c2cccc(C(F)(F)F)c2)CC1
-82.8* | -3.9 | -2.9% | 1.1% | Cc1ccc(-n2nnnc2SCC(=O)N2CCN(C(=O)c3ccco3)CC2)c(C)c1
nt | -3.1 | -1.3% | -7.2% | C[C@H](O)C(=O)C1=Nc2c(nc(N)[nH]c2=O)NC1
? | 4.1 | -4.3% | 2.4% | CSc1ccccc1NC(=O)CN(c1ccccc1)S(=O)(=O)N(C)C
20.0 | 3.6 | 7.1% | -7.4% | COc1ccc(NC(=O)/C(=C\c2cc(OC)c(OC)cc2[N+](=O)[O-])NC(=O)c2ccccc2)cc1
35.5 | nt | -3.2% | nt | CCOC(=O)c1cnc(-n2nc(C)cc2C)nc1NNc1cc(C)nc(-c2ccccc2)n1
? | 7.4 | -2.4% | -9.0% | Cn1c(Oc2ccccc2NCc2cccc(Br)c2)cc(=O)n(C)c1=O
23.4 | -5.7 | 6.0% | -8.3% | CCn1c(=O)n(CC)c2cc(S(N)(=O)=O)ccc21
-11.4 | nt | 0.5% | nt | O=C(N/N=C\c1ccc(Br)cc1)c1ccc(Cn2cccn2)o1
-7.0 | nt | -0.1% | nt | Cc1ccc(S(=O)(=O)C(c2ccccc2)c2c(C)noc2C)cc1 (centres undefined)
? | nt | -0.2% | nt | COc1cccc(C(=O)Nc2ccc3c(c2)C(=O)c2ccccc2C3=O)c1

One compound at a time, from the list above.
Cc1ccc(S(=O)(=O)C(c2ccccc2)c2c(C)noc2C)cc1 (centres undefined) is listed with PNC inhibitor = -7.0; IMPase cell inh = nt; ALOX12 inhib = -0.1%; ALOX15B inhib = nt
Cn1cc(Br)c(C(=O)NNC(=O)c2cccc(Br)c2)n1 is listed with PNC inhibitor = 16.9; IMPase cell inh = 3.3; ALOX12 inhib = 13.6%; ALOX15B inhib = nt

(continued)
PNC inhibitor | IMPase cell inh | ALOX12 inhib | ALOX15B inhib | Compound
66.0 | -0.4 | 0.9% | nt | Cc1ccc[n+](-c2[nH]c(=O)sc2/C=N/NC(=O)c2ccccc2[O-])c1
26.5 | 4.8 | 0.3% | 6.3% | CCOC(=O)C1=C(C)N=C2SCCC(=O)N2[C@@H]1/C=C/c1ccccc1
135.8 | 3.1 | -2.1% | nt | COc1cc2nc(SCC(=O)NCc3ccco3)n(Cc3ccc(Cl)cc3)c(=O)c2cc1OC
27.2 | 4.3 | ? | ? | Cc1cccc(C)c1NC(=S)N/N=C/c1ccc(OCCC(C)C)cc1
27.2 | -0.3 | -6.6% | -26.1% | CCCCCC(=O)N/N=C(\C)c1ccc(NC(=O)c2ccco2)cc1
17.8 | -3.7 | -0.6% | -5.2% | CC(C)OCCCNC(=O)C1CCC(=O)N1C(C)C (centres undefined)
-26.4 | 3.4 | -0.5% | 6.4% | CCc1ccccc1NC(=O)C1CCCN(S(=O)(=O)c2c(C)noc2C)C1 (centres undefined)
-8.0 | -9.3 | -14.0% | 7.5% | COC(=O)c1cccc(N2C(=O)c3ccccc3S2(=O)=O)c1
7.0 | -3.8 | -1.4% | -15.0% | O=C(O)c1ccccc1NS(=O)(=O)c1ccc2c3c(cccc13)C(=O)N2
-100.0* | -7.2 | -0.2% | nt | O=C(c1ccco1)N1CCN(C(=O)c2sccc2-c2ccccc2)CC1
? | 8.4 | -8.7% | -6.0% | CCOc1ccccc1N1CCN(C(=O)C2c3ccccc3Oc3ccccc32)CC1
